# Diaph act CS = compounds boosting diaphorase resazurin reduction – biochemical, uHTS, resorufin fluorescence, counter-screen for diaphorase-coupled primary assays, primary screen | 190,000 compounds, 0.005% hits | Diaphorase/resazurin coupled assay, 16 min; active compounds read high; 1 = vehicle wells, 0 = NADH-free wells | AID 1229, 2008 | activation factor at 20 µM;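 active = diaphorase activity raised at least twofold by the compound at 20 µM; inactive = activation factor below 2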
#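 System – purified diaphorase enzyme from Clostridium kluyveri · Input – enzyme 0.07 U/mL final · Also added – final NADH 0.114 mM, resazurin 0.1 mM · Measured by – fluorescence of resorufin, 544 nm excitation, 590 nm emission · Timing – 16 min enzyme reaction, ambient temperature · Measure – resorufin increase flagging diaphorase activators or reducers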
# Diaph inh CS = diaphorase inhibitors and chemical oxidizers, primary screen, counter-screen for diaphorase-coupled primary assays, biochemical, uHTS, resorufin fluorescence. inhibition, % at 20 µM. AID 1217, 2008. diaphorase resazurin-to-resorufin fluorescence, NADH, 16 min; bacterial (C. kluyveri) enzyme, not human. 190,000 compounds, 0.69% hits;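 active = primary screen inhibition at 20 µM above a set limit, cut at about 50% in these data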;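 also: plate controls were DMSO with full reaction for no effect and wells lacking NADH for full effect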
#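 Test system: Clostridium kluyveri diaphorase enzyme / Quantity: diaphorase at 0.14 U/mL in enzyme working solution / Incubation: 16-min room-temperature incubation before reading / Benchmarks: NADH-free wells as positive control, DMSO-only neutral wells / Signal: resorufin fluorescence 544/590 nm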
# PMI act hi M6P = human PMI activators, high substrate, primary screen, biochemical, fluorescence intensity, near-saturating mannose 6-phosphate | Mannose-6-phosphate isomerase (Homo sapiens), P34949 | coupled PMI enzyme assay, resazurin fluorescence, 20 min; active compounds read high; 1 = untreated enzyme, 0 = substrate-free blank | activation factor at 20 µM | 190,000 compounds, 0.34% hits | AID 1216, 2008;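 active = activation factor of 2 or more at 20 µM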
# Target sequence (P34949 whole entry, looked up): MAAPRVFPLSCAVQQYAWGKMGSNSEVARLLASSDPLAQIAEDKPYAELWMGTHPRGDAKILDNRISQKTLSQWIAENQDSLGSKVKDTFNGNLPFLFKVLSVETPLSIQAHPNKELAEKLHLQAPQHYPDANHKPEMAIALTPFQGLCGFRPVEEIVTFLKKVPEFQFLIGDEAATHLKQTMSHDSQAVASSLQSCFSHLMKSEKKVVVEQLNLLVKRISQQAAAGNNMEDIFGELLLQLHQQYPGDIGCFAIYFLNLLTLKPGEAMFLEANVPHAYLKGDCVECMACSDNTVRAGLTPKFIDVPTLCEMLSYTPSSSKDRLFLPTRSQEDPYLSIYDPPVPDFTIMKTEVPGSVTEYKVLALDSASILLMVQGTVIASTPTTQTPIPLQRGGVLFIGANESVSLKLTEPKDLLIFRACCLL
#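 Test system – human PMI in coupled enzyme assay · Timing – 20 min incubation at room temperature · Detection – Diaphorase-driven resazurin-to-resorufin fluorescence, excitation 544, emission 590 nm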
# Lmaj promast = Leishmania major promastigote growth inhibition, primary screen; Leishmania major promastigotes, resazurin fluorescence viability; inhibition, % at 10 µM; 200,000 compounds, 9% hits; AID 1063, 2008; in the data active = inhibition above about 50%;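 also: promastigotes grown with compound for 44 hours at 28 °C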
# bIAP activator = bovine intestinal alkaline phosphatase activators, primary screen, biochemical, bovine IAP, CDP-star luminescence; activation factor at 20 µM; 200,000 compounds, 0.17% hits; purified bovine IAP, 30 min; active compounds read high; fold of DMSO-control signal, blank-subtracted; alkaline phosphatase, intestinal [Bos taurus];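 active = activation factor of 2 or more at 20 µM, a signal rise over negative controls twice the positive control's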
# TNAP inh no acc = human TNAP enzyme inhibitors, primary screen, biochemical, luminescent, no phosphate acceptor, uHTS | 200,000 compounds, 0.26% hits | purified TNAP, CDP-star luminescence, 30 min | Alkaline phosphatase, tissue-nonspecific isozyme (Homo sapiens), P05186 | inhibition, % at 20 µM;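 active = tissue-nonspecific alkaline phosphatase inhibition above about 50% at 20 µM in the single-dose screen, limit read from the data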;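 also: 0% = DMSO negative control and 100% = EDTA positive control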
# Target sequence (P05186 whole entry, looked up): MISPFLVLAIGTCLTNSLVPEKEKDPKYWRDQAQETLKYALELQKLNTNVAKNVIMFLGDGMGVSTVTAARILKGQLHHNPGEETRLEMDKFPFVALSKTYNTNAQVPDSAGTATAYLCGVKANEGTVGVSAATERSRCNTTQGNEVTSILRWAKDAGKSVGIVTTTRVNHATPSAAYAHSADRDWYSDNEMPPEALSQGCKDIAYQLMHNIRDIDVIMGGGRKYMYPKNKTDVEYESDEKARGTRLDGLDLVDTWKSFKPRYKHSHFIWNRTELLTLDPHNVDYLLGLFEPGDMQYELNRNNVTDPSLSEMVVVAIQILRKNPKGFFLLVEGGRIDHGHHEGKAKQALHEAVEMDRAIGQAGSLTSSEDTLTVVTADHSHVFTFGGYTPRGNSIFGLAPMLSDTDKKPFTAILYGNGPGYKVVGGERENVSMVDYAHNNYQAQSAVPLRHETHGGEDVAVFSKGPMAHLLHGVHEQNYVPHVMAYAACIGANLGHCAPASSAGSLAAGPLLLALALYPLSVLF
# bIAP inh = bovine intestinal alkaline phosphatase inhibitors, primary screen, selectivity assay for TNAP inhibitor project, biochemical, bovine IAP, CDP-star luminescence | alkaline phosphatase, intestinal [Bos taurus] | purified bovine IAP, 30 min | inhibition, % at 20 µM | 190,000 tested, under 10 active | AID 1019, 2008;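 active = over 50% inhibition of intestinal alkaline phosphatase at 20 µM in the single-dose screen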
#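 Assay system – bovine IAP enzyme · Quantity – bovine IAP at 1/65,000,000 final dilution · Detection – CDP-star luminescence signal · Times – 30 min reaction at room temperature · Also added – CDP-star substrate at 30 µM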
# TNAP inh hi DEA = human TNAP enzyme inhibitors, primary screen, biochemical, luminescent, high phosphate acceptor level, uHTS | purified TNAP, CDP-star luminescence, 1 M DEA | 200,000 compounds, 0.03% hits | inhibition, % at 20 µM;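 active = over 50% inhibition of tissue-nonspecific alkaline phosphatase at 20 µM in the single-dose screen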;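 also: plate controls were DMSO wells for no effect and EDTA-quenched wells as full inhibition for full effect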
# TNAP act hi DEA = TNAP activators at high phosphate acceptor level, primary screen, biochemical, luminescence, uHTS. Alkaline phosphatase, tissue-nonspecific isozyme (Homo sapiens), P05186. purified TNAP, CDP-star luminescence, 1 M DEA, 30 min; active compounds read high; 0 = EDTA background, 1 = DMSO-only activity. activation factor at 20 µM. 200,000 tested, under 10 active. AID 1136, 2008;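 active = activation factor at least 2 at 20 µM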
#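 Measured by: Luminescent substrate turnover signal | Test system: Human TNAP | Input: TNAP 1/800 final | Dosing: 20 µM single point | Schedule: 30 min, room temperature | Controls: EDTA wells as negative control, DMSO wells as positive control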
# PMI activator = activators of human PMI, primary screen, biochemical, fluorescence intensity, near-Km mannose 6-phosphate; AID 1214, 2008; purified human PMI, coupled resazurin fluorescence, 20 min; active compounds read high; 1 = vehicle control, 0 substrate-free wells; 190,000 compounds, 0.005% hits; Mannose-6-phosphate isomerase (Homo sapiens), P34949; activation factor at 20 µM;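 active = activation factor of 2 or more at 20 µM, relative to plate controls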
# * hit, by the source's call; / = not tested or not shown.
1	Cc1ccc(NC(=O)c2ccn(C(=O)Nc3ccccc3)n2)c(C)c1
2	COc1cc(CC(=O)OCC(=O)NC2CC2)cc(OC)c1OC
3	COc1cccc2[nH]c3c(N4CCCCC4)ncnc3c12
4	Cc1ccc(C(=O)O)cc1N1C(=O)CCCC1=O
5	Cc1ccc(-c2cc(C(F)(F)F)n3ncc(C(=O)N4CCCCC4c4cccnc4)c3n2)cc1 (stereo unspecified)
6	CCN(C(=O)COC(=O)C(Cc1ccccc1)N1C(=O)c2ccccc2C1=O)C1CCS(=O)(=O)C1 (stereo unspecified)
7	COc1cc(N=CC2=C(O)c3ccccc3C2=O)cc(OC)c1
8	COC(=O)c1ccc(NC(=O)c2c(C(=O)Nc3ccccc3)sc3nc(C)cc(=O)n23)cc1

Compound	1	2	3	4	5	6	7	8
Diaph act CS	1.1	1	0.9	1	1.2	0.9	0.9	0.8
Diaph inh CS	-12.0	0.7	9.7	-3.0	-21.3	14.3	12.4	19.4
PMI act hi M6P	1.1	1.1	0.9	1	1.1	0.8	1.1	0.8
Lmaj promast	-1.1	-0.2	96.4*	-2.5	89.6*	-3.6	-1.7	1.5
bIAP activator	1	0.9	1	1	1	1	0.9	1.1
TNAP inh no acc	-7.2	-6.5	-8.0	-3.0	10.2	-1.3	12.5	-8.9
bIAP inh	4.5	11.7	3.5	-4.3	0.9	-1.3	10.5	-12.2
TNAP inh hi DEA	4.2	-0.8	-2.3	-1.9	-6.2	3.2	-1.1	-4.7
TNAP act hi DEA	1	1	1	1	1.1	1	1	1
PMI activator	1.1	1.2	1	1	1.2	0.9	1	0.9

9	CNc1nc(SC)nc(N(C)C#N)n1
10	Oc1ccc(Br)cc1C=Nc1cccn2cc(-c3ccccc3)nc12
11	COc1ccc(NC(=O)N/C=C/c2ccco2)cc1
12	O=C(CCN1C(=O)COc2ccccc21)NCCN1CCOCC1
13	CN1CCN(C(=O)C2CCCCC2C(=O)O)CC1 (stereo unspecified)
14	CCC(CC)NC(=O)c1cccc(NC(=O)C(C)C)c1
15	O=C(O)Cc1sc(N/N=C\c2ccccc2)nc1-c1ccccc1
16	COc1ccc(OC)c(-c2cc(C(=O)Nc3c(C)nn(Cc4ccc(Cl)cc4)c3C)no2)c1

Compound	9	10	11	12	13	14	15	16
Diaph act CS	0.9	0.8	1.1	0.9	0.8	0.9	0.9	0.8
Diaph inh CS	5.1	16.9	-12.7	12.4	17.5	6.7	5.8	22.1
PMI act hi M6P	1.1	0.8	2.2*	0.9	0.9	1.1	1.9	1
Lmaj promast	-5.8	-3.9	-2.7	-4.2	-6.3	-0.5	4.6	51.7*
bIAP activator	1	1	1	0.8	0.9	0.9	0.9	1
TNAP inh no acc	-8.2	4.1	-0.7	-2.0	-4.9	-8.0	-0.7	-4.5
bIAP inh	-0.3	-2.5	-3.2	18.3	5.5	10.1	8.2	3.8
TNAP inh hi DEA	-2.0	-1.9	-2.5	1.8	1.0	-3.1	17.8	4.8
TNAP act hi DEA	1	1	1	1	1	1	0.8	1
PMI activator	1	0.9	1.8	0.8	0.9	1.1	1.5	0.9

# 3 entries out of the list above, ordered by their value in PMI act hi M6P, high to low.
item	Molecule	PMI act hi M6P	bIAP activator	TNAP inh no acc	bIAP inh	TNAP inh hi DEA	TNAP act hi DEA	PMI activator
9	CNc1nc(SC)nc(N(C)C#N)n1	1.1	1	-8.2	-0.3	-2.0	1	1
12	O=C(CCN1C(=O)COc2ccccc21)NCCN1CCOCC1	0.9	0.8	-2.0	18.3	1.8	1	0.8
10	Oc1ccc(Br)cc1C=Nc1cccn2cc(-c3ccccc3)nc12	0.8	1	4.1	-2.5	-1.9	1	0.9

# The listing continues:
17	COC(=O)C(C#N)C(c1cccnc1)c1c(C)[nH][nH]c1=O (stereo unspecified)
18	O=C(c1cccn2c(=O)c3ccc(Cl)cc3nc12)N1CCN(Cc2ccc3c(c2)OCO3)CC1
19	O=C(CCc1ccc(S(=O)(=O)N2CCOCC2)cc1)N1CCc2ccccc2C1
20	CC1Cc2nc(SCC(=O)NCCc3ccccc3)n(C)c(=O)c2S1 (stereo unspecified)
21	CC(C)C(=O)NC(c1ccccc1Cl)c1c(O)ccc2ccccc12 (stereo unspecified)
22	CCOc1ncccc1C(=O)N(C)CC(=O)Nc1ccccc1SC
23	Cc1cc(=O)[nH]c(N/N=C/c2ccccn2)n1
24	CCOc1cc(NC(=S)NCCCN2CCOCC2)c(OCC)cc1NC(=O)C1CC1

Compound	17	18	19	20	21	22	23	24
Diaph act CS	0.8	0.9	1	1	0.9	0.9	1	0.9
Diaph inh CS	19.4	14.5	2.8	2.7	14.4	14.0	4.0	10.9
PMI act hi M6P	0.9	1	1	1.2	0.9	1	1.2	0.8
Lmaj promast	-13.0	24.9	4.4	-4.4	99.1*	-3.4	98.8*	-0.7
bIAP activator	1.1	1	1.1	0.9	0.9	0.8	1	0.9
TNAP inh no acc	5.1	6.1	-10.9	-7.9	-8.8	-2.2	-71.7	-11.7
bIAP inh	-6.3	-1.4	-10.3	13.8	9.2	16.1	-4.7	14.2
TNAP inh hi DEA	-3.0	-4.9	0.3	-4.6	-5.1	0.9	-0.9	0.1
TNAP act hi DEA	1	1	1	1	1.1	1	1	1
PMI activator	0.9	1	1	1.2	1	1	1	0.9

25	C=CCOc1ccc(/C=N/NC(C)=O)cc1OCC
26	O=C(OCc1c(Cl)cccc1Cl)c1ccccn1
27	O=C(NCC1CCCO1)C1c2ccccc2Oc2ccccc21 (stereo unspecified)
28	COC(=O)CSc1nnc(-c2ccc(S(=O)(=O)N3CCCCC3)cc2)o1
29	O=C1CC(N2CCN(c3ccccc3Cl)CC2)C(=O)N1c1ccc(F)cc1 (stereo unspecified)
30	CCOC(=O)c1c(NC(=O)CSc2cn(CC)c3ccccc23)sc2c1CCC2
31	CC(C)(C)c1ccc(OCc2cnc(Cl)s2)cc1
32	Cc1ccc(CN2CCN(Cc3ccc4c(c3)OCCO4)CC2CCO)cc1 (stereo unspecified)

Compound	25	26	27	28	29	30	31	32
Diaph act CS	/	0.8	0.9	0.9	0.9	0.9	0.9	0.9
Diaph inh CS	/	18.3	10.1	10.9	6.4	13.3	7.4	10.8
PMI act hi M6P	/	0.9	0.9	0.9	1	0.9	1	0.9
Lmaj promast	-2.4	-1.5	-3.4	-3.7	0.5	-2.1	-6.2	48.0
bIAP activator	1	1	0.9	0.8	1	1.2	0.9	1.1
TNAP inh no acc	-4.7	-4.8	-5.8	-3.7	-6.7	-4.9	-11.0	-2.8
bIAP inh	4.6	4.6	6.8	16.8	4.7	-20.7	9.9	-11.2
TNAP inh hi DEA	-4.4	0.7	-4.9	-0.3	0.1	-5.2	-7.3	-0.8
TNAP act hi DEA	1	1	1	1	1	1.1	1.1	1
PMI activator	/	0.9	0.9	0.8	1.1	1	0.9	0.9

33	Cc1ccc2oc(=O)c3cc(C(=O)NCCN4CCc5ccccc5C4)sc3c2c1
34	CCOc1ccc(C(=S)N2CCCC2)cc1
35	COc1ccc(NC(=O)CCN2C(=O)C3C4C=CC(C4)C3C2=O)cc1 (stereo unspecified)
36	Nn1c(SCC(=O)N2CCCc3ccccc32)nnc1-c1ccccc1
37	COc1ccc(S(=O)(=O)N2CCC(NC(=O)Nc3ccc(C)cc3)CC2)cc1
38	CCc1nc(NCC2CCCO2)c2oc3ccccc3c2n1 (stereo unspecified)
39	Nc1cc(=O)[nH]n1C1CCCCC1
40	O=C(CSc1nc2ncc(Cl)cc2[nH]1)NCCc1ccc(F)cc1

Compound	33	34	35	36	37	38	39	40
Diaph act CS	1	0.8	1	0.9	0.9	0.8	0.9	1
Diaph inh CS	-3.9	22.6	4.9	9.5	13.2	23.3	8.9	1.3
PMI act hi M6P	1	0.9	1.1	1	1.1	1	1	1.1
Lmaj promast	-3.8	0.6	2.2	-4.2	-7.0	7.1	8.7	25.4
bIAP activator	1.1	0.7	1.1	0.9	1	1	1	0.9
TNAP inh no acc	-4.5	-9.3	-3.9	-7.9	-5.5	-14.6	-8.0	9.8
bIAP inh	-7.5	28.0	-7.1	6.8	-1.3	-0.5	2.3	7.5
TNAP inh hi DEA	0.7	-4.8	-4.7	0.3	-3.2	-5.8	-5.3	-6.7
TNAP act hi DEA	1	1	1	1	1	1.1	1.1	1.1
PMI activator	1.1	0.9	1	1	0.9	1	1	1.2

41	O=C(Nc1ccc(S(=O)(=O)N2CCCC2)cc1)c1cccs1
42	COC(=O)c1ccc(N2C(=O)CC(NCc3ccccc3)C2=O)cc1 (stereo unspecified)
43	Cc1nn(C(C)c2n[nH]c(=S)n2-c2ccc(F)cc2)c(C)c1[N+](=O)[O-] (stereo unspecified)
44	Cn1c(SCC(=O)NC(=O)CN2CCCC2=O)nnc1-c1ccc(F)cc1
45	COC(=O)c1cc(C(=O)Nc2ccc(C)cn2)cc([N+](=O)[O-])c1
46	Cc1ccc2c(c1)cc(CN(Cc1ccco1)C(=O)COc1ccccc1)c1nnnn12

Compound	41	42	43	44	45	46
Diaph act CS	1	0.9	0.9	1	0.9	0.9
Diaph inh CS	0.8	8.1	11.7	2.6	12.2	13.2
PMI act hi M6P	1	0.9	1	1.1	0.9	1
Lmaj promast	1.5	-5.8	-10.4	-0.7	-5.0	-1.0
bIAP activator	0.8	1	1	1.1	0.9	0.9
TNAP inh no acc	-7.3	-11.8	-1.6	-4.7	-2.1	-1.0
bIAP inh	20.5	2.4	-1.0	-12.7	12.7	9.6
TNAP inh hi DEA	-1.0	-3.2	0.4	-0.1	-2.3	-1.0
TNAP act hi DEA	1	1	1	1	1	1
PMI activator	1	1	1	1.1	0.9	1

# Source: PubChem
